ANO1 block: mouse TMEM16A channel inhibition, primary screen; Q8BHY3; HEK293 TMEM16A/YFP iodide influx fluorescence, ionomycin; normalized B-score (activity score, 25-100; higher = stronger inhibition) at 10 µM; 1.2% of 310,000 active; AID 588511;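 active means ratio plate-corrected score three or more library SD toward inhibition, starting fluorescence score within five deviations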;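 further: score derived from kinetic fluorescence span divided by baseline fluorescence per well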
MrgX1 allo act: human MrgX1 positive allosteric modulation, primary screen. Q96LB2. MrgX1-HEK293, Fluo-4 calcium flux, FDSS; stronger effect = higher value. B-score at 10 µM. 0.63% of 310,000 active. AID 588675;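 active means plate-corrected calcium response at least 3 library SD above typical, normal starting fluorescence, not activating the receptor alone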;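 further: compound read alongside a low EC10 to EC30 dose of BAM8-22 agonist; peak minus trough fluorescence over baseline measured at the second addition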
MrgX1 antagonist: blocks BAM8-22 activation of human MrgX1 receptor | MRGX1-HEK293 calcium flux, Fluo-4, BAM8-22 antagonism; stronger effect = lower value | Q96LB2 | B-score at 10 µM | 1.3% of 310,000 active | AID 588676;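 active means calcium-response B-score plate-corrected more than 3 library SD below zero, starting fluorescence within 5 deviations, no agonist response on first addition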;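 further: peak minus trough fluorescence over baseline after final BAM8-22 challenge near maximal dose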
TRPC4 block: TRPC4 (mouse) channel inhibition; AID 2247; B-score at 10 µM; 0.39% of 300,000 active; HEK293 TRPC4beta/mu-opioid, DAMGO-evoked Fluo4 calcium flux; stronger effect = lower value; Q9QUQ5;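 active means B-score over 3 SD under the library average, no early fluorescence shift, positive overall ratio signal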
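Material: HEK293 cells with stable TRPC4beta plus mu-opioid receptor expression / Probe or stimulus: DAMGO in two steps, submaximal then maximal / Compound: single concentration per test compound / Technique: kinetic Fluo4 fluorescence imaging of calcium influx / Read-out: per-well B score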
TRPC6 activator: activators of mouse TRPC6 channel. Q61143. HEK293-TRPC6 membrane potential dye fluorescence; stronger effect = higher value. B-score at 10 µM. 0.13% of 310,000 active;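 active means B-score of the integrated fluorescence ratio above library mean plus 3 SD, and starting fluorescence ratio within library mean plus 5 SD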;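 further: higher score means more depolarization so channel activation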
Target sequence (Q61143 whole entry, looked up): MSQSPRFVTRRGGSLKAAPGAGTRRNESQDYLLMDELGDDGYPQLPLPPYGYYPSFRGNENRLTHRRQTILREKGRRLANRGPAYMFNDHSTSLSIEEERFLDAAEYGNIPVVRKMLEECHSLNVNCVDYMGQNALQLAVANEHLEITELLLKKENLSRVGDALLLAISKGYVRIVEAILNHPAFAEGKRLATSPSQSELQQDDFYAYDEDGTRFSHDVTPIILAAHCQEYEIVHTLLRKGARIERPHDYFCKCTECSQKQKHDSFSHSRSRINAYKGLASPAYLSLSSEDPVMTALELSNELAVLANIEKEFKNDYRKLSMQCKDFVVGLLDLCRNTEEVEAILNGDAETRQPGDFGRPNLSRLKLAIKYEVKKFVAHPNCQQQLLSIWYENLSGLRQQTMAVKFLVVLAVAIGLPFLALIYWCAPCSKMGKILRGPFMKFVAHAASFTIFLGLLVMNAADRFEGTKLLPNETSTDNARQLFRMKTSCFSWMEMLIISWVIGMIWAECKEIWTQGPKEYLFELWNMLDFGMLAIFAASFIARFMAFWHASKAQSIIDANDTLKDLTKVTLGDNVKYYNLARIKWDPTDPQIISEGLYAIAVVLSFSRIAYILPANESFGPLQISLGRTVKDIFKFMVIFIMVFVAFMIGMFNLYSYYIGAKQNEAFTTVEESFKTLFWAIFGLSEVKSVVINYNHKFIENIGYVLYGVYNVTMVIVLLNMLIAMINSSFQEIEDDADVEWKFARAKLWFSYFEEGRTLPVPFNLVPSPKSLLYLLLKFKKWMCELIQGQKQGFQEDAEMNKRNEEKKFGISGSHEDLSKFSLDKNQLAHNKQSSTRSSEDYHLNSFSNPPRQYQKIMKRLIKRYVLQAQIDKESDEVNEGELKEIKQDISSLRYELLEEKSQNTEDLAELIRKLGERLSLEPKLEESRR
RGS4 inh: inhibitors of human RGS4; 0.45% of 310,000 active; P49798; B-score at 10 µM; AID 463165; HEK293 M3R/RGS4 inducible, Fluo-4 calcium flux; stronger effect = higher value; triggered by carbachol at its EC20;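 active means B-score, a plate-corrected calcium signal, over three deviations above library mean, with baseline fluorescence within five deviations of library mean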;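 further: RGS4 expression induced by doxycycline in cells with stable M3 receptor; B-score is computed from the integrated fluorescence ratio over baseline after carbachol; higher B-score means a larger calcium signal and so more RGS4 inhibition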
Target sequence (P49798 whole entry, looked up): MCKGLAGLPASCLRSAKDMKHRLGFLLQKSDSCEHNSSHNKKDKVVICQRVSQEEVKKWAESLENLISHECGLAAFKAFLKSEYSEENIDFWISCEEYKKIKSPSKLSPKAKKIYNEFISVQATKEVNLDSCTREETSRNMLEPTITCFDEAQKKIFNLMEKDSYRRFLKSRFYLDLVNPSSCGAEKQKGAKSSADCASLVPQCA
TRPC6 inh: mouse TRPC6 channel inhibition; Q61143; HEK293-TRPC6, membrane potential dye, ACh-evoked depolarization; stronger effect = lower value; B-score at 10 µM; 1.1% of 310,000 active; AID 2553;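 active means B-score under library mean minus 3 SD, initial fluorescence not abnormally high, positive integrated signal ratio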;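 further: B-score derived from integrated fluorescence ratio over the kinetic read; more negative B-score means stronger inhibition of depolarization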
ANO1 activ: activates or potentiates the mouse TMEM16A chloride channel; B-score at 10 µM; AID 623877; HEK293 TMEM16A/YFP-H148Q/I152L, iodide quench fluorescence; stronger effect = lower value; 0.3% of 340,000 active; Q8BHY3;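 active means fluorescence-ratio B-score plate-corrected deviation score at least 3 library SD below zero, with starting fluorescence score within 5 deviations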;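 further: channel opened by trigger with iodide after compound preincubation; score built on the fluorescence ratio of max minus min over baseline; more negative score means more quench and so TMEM16A activation or potentiation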
MrgX1 ag: agonists of human MrgX1 receptor | Q96LB2 | MrgX1-HEK293 cells, Fluo-4 calcium fluorescence, agonist mode; stronger effect = higher value | B-score at 10 µM | 0.44% of 310,000 active;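 active means calcium response B-score plate-corrected fluorescence ratio at least 3 library SD, with starting fluorescence B-score inside 5 SD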
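Test system: Stable human MrgX1 HEK293 cell line | Schedule: Overnight plating before 1 h dye loading | Read-out basis: Baseline-normalised fluorescence change ratio, B-scored | Detection: Kinetic calcium dye fluorescence, Fluo-4 NW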
TRPC4 agonist: opens the mouse TRPC4 cation channel. B-score at 10 µM. AID 2237. 0.49% of 310,000 active. HEK293 TRPC4beta/mu-opioid, Fluo4 calcium fluorescence; stronger effect = higher value. Q9QUQ5;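 active means B-score above 5 SD of library B-scores, and initial fluorescence ratio not above library mean plus 5 SD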;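 further: positive B-score marks a calcium rise read as TRPC4 activation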
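Technique: kinetic Fluo4 calcium fluorescence; Test system: TRPC4beta and mu-opioid receptor HEK293 stable cells; Measure: B-scored integrated calcium fluorescence ratio; Benchmarks: low control buffer alone, high control maximal DAMGO; Schedule: 45 min room-temperature Fluo4 loading, 110 s read.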
TRPC4 PAM: allosteric potentiators of mouse TRPC4 channel; B-score at 10 µM; AID 2227; HEK293 TRPC4beta/mu-opioid, DAMGO EC20, Fluo-4 Ca2+ flux; stronger effect = higher value; 0.42% of 310,000 active; Q9QUQ5;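 active means B-score of calcium response area above 5 SD of library B-scores, with initial fluorescence ratio within 5 SD of library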;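 further: B-score of integrated fluorescence ratio over time as area under calcium response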
An asterisk follows results filed as active; i = inactive; . = not tested or not shown.

SMILES	ANO1 block	MrgX1 allo act	MrgX1 antagonist	TRPC4 block	TRPC6 activator	RGS4 inh	TRPC6 inh	ANO1 activ	MrgX1 ag	TRPC4 agonist	TRPC4 PAM
NC(=O)c1ccc(NC(=O)C2COc3ccccc3O2)cc1 (configuration not stated)	i	i	i	i	i	i	i	i	i	i	i
O=C(NCCc1ccccc1Cl)C1CCC(=O)N(C2CCCCCC2)C1 (configuration not stated)	i	i	i	i	i	i	i	i	i	i	i
CC(=O)N(Cc1ccccn1)Cc1ccco1	i	i	i	i	i	i	i	i	i	i	i
COc1ccc(NC(=O)c2ccccc2Sc2ccc(NC(C)=O)nc2)cc1	i	i	i	i	i	i	i	i	i	i	i
CCC(C)NC(=O)C(Cc1ccccc1)NS(=O)(=O)c1ccc2c(c1)oc(=O)n2C (configuration not stated)	i	i	i	i	i	i	i	i	i	i	i
COC(=O)NNC(=S)Nc1cc(OC)ccc1OC	i	i	i	i	i	i	i	i	i	i	i
Cc1cccc(C(=O)NC2CCCc3ccccc32)c1 (configuration not stated)	i	i	i	i	i	i	i	.	i	i	i
COc1ccc(N/C=C2\C(=O)c3c(sc(C)c3C)N(C)S2(=O)=O)cc1	i	i	i	i	i	i	i	i	i	i	i
CCOC(=O)c1cc2c(=O)n3ccccc3nc2n(C(C)C)c1=NC(=O)c1ccco1	i	i	i	i	i	i	i	i	i	i	i
COCCCNC(=O)C1CCN(C(=O)Nc2ccc(Cl)cc2)CC1	i	i	i	i	i	i	i	i	i	i	i
CCON1C(=O)C(C)(C)N(OCC)C(=O)C1(C)C	i	i	i	i	i	i	i	i	i	i	i
CN(C)CCCNc1cc(-c2ccccc2)nc2cc(-c3cccc(F)c3)nn12	i	i	i	i	i	i	-5.1*	i	i	i	i
CC(C)Cc1nnc(NC(=O)CCC(=O)NC2CCCCCCC2)s1	i	i	i	i	i	i	i	i	i	i	i
Nc1ccc(C(=O)CC(=O)Nc2ccc(Cl)cc2)cc1	i	i	i	i	i	i	i	i	i	i	i
Cc1csc(Sc2ccc(C(=O)OCC(=O)Nc3ccc(OC(F)(F)F)cc3)cc2[N+](=O)[O-])n1	i	i	i	i	i	i	i	i	i	i	i
Cn1nc(-c2ccccc2)c(C#N)c1Sc1cccc(Cl)c1	i	i	i	i	i	i	i	i	i	i	i
Cn1ccnc1SCCNC(=O)CCc1nnc(CCc2ccccc2)o1	i	i	i	i	i	i	i	i	i	i	i
CCc1nc2c(oc3ccccc32)c(=O)[nH]1	i	i	i	i	i	i	i	i	i	i	i
Cn1cc(C(=O)NCC2COc3ccccc3O2)c(=O)c2cc(S(=O)(=O)N3CCCCC3)ccc21 (configuration not stated)	i	i	i	i	i	i	i	i	i	i	i
Cc1ccc2ncc(NC(=O)c3ccc(F)cc3)c(=O)n2c1	i	i	i	i	i	i	i	i	i	i	i
CN(C)CCCN(C(=O)/C=C/c1cccs1)c1nc2ccc(F)cc2s1	i	i	i	i	i	i	i	i	i	i	i
O=C(C1CCCN(c2ncnc3c2nc2n3CCCCC2)C1)N1CCN(c2ccccc2)CC1 (configuration not stated)	i	i	i	i	i	i	i	i	i	i	i
Cc1cccc(NC(=O)CSc2nc3c([nH]c4ccccc43)c(=O)n2C)c1	i	i	i	i	i	i	i	i	i	i	i
Nc1nnc(-c2ccc(F)cc2)s1	i	i	i	i	i	i	i	i	i	i	i
COc1ccc(Cl)cc1C(=O)NC(=S)Nc1cc(-c2nc3ccccc3[nH]2)ccc1C	i	i	i	i	i	i	i	i	i	i	i

Next results follow.
SMILES	ANO1 block	MrgX1 allo act	MrgX1 antagonist	TRPC4 block	TRPC6 activator	RGS4 inh	TRPC6 inh	ANO1 activ	MrgX1 ag	TRPC4 agonist	TRPC4 PAM
Oc1ccccc1-c1cc(-c2cccc(F)c2)n[nH]1	i	i	i	i	i	i	i	.	i	i	i
O=C(Nc1cccc([N+](=O)[O-])c1)c1ccc2c(c1)C(=O)N(c1ccccn1)C2=O	i	i	i	i	i	i	i	i	i	i	i
O=C1N(O)C2(C=CCCC2)/C(=N\O)C12CCCCC2 (configuration not stated)	i	i	i	i	i	i	i	i	i	i	i
COc1cccc(/C=N/NC(=O)c2cccc([N+](=O)[O-])c2)c1OS(=O)(=O)c1ccccc1	i	i	i	i	i	i	i	i	i	i	i
O=C(Nc1ccc(CN2CCOCC2)cc1)c1ccco1	i	i	i	i	i	i	i	i	i	i	i
COC(=O)c1ccccc1NC(=O)NC1CCCCC1	i	i	i	i	i	i	i	i	i	i	i
Cc1ccc(-c2nc(C)sc2CC(=O)OCC(=O)Nc2c(F)cccc2F)cc1	i	i	i	i	i	i	i	i	i	i	i
CC1(C)Cc2c(sc(NC(=O)c3ccco3)c2C#N)C(C)(C)N1	i	i	i	i	i	i	i	.	i	i	i
O=C(COc1ccc(F)cc1Br)N1CCN(S(=O)(=O)/C=C/c2ccccc2)CC1	i	i	i	i	i	i	i	i	i	i	12*
CCCN(CC1CCCO1)C(=O)c1cc(COc2cccc(OC)c2)on1 (configuration not stated)	i	i	i	i	i	i	i	i	i	i	i
COc1cc(C(C)=O)ccc1O	i	i	i	i	i	i	i	i	i	i	i
CN(C)C(=O)Nc1cnc2ccccc2c1	i	i	i	i	i	i	i	i	i	i	i
C=CCNC(=O)NC(=O)COC(=O)c1cccnc1SC	i	i	i	i	i	i	i	i	i	i	i
O=c1c2ccccc2c(-c2ccc(F)cc2)nn1-c1ccc(C(F)(F)F)cc1	i	i	i	i	i	i	i	i	i	i	i
CCOc1ccc(-c2c(C#N)c(N)nc3c2c(=O)n(C)c(=O)n3C)cc1OC	i	i	i	i	i	i	i	i	i	i	i
Cc1cccc(-n2ncc3c(NCc4ccccn4)ncnc32)c1	i	i	i	i	i	i	i	i	i	i	i
CSc1sc(C(=O)NCC2CC2)cc1S(=O)(=O)C(C)C	i	i	i	i	i	i	i	i	i	i	i
COc1ccccc1C(=O)Nc1ccc2ccccc2c1	i	i	i	i	i	i	i	i	i	i	i
COc1cc([N+](=O)[O-])ccc1NC(=O)Cc1ccccc1	i	i	i	i	i	i	i	i	i	i	i
Cc1ccc(S(=O)(=O)Nc2ncnc3ccccc23)cc1	i	i	i	i	i	i	i	i	i	i	i
Cc1ccc(C(=O)Nc2cc(Cl)ccc2-n2cncn2)s1	i	i	i	i	i	i	i	i	i	i	i
CCN(CC)S(=O)(=O)c1ccc(C(=O)Nc2ccc3c(c2)OCCO3)cc1	i	i	i	i	i	i	i	i	i	i	i
CC(C)c1ccccc1NS(=O)(=O)c1cccs1	i	i	i	i	i	i	i	i	i	i	i
CNc1nc(N)nc(OC(C(F)(F)F)C(F)(F)F)n1	i	i	i	i	i	i	i	i	i	i	i
O=C(Nc1ccc(F)c([N+](=O)[O-])c1)C1CCCO1 (configuration not stated)	i	i	i	i	i	i	i	i	i	i	i

The listing continues:
SMILES	ANO1 block	MrgX1 allo act	MrgX1 antagonist	TRPC4 block	TRPC6 activator	RGS4 inh	TRPC6 inh	ANO1 activ	MrgX1 ag	TRPC4 agonist	TRPC4 PAM
CC1(c2ccc(OC(F)F)cc2)NC(=O)N(CC(=O)Nc2ccc(Cl)cc2F)C1=O (configuration not stated)	i	i	i	i	i	i	i	i	i	i	i
COc1ccc(NS(=O)(=O)c2ccc(N)c(C(=O)O)c2)cc1	i	i	i	i	i	i	i	i	i	i	i
CCOC(=O)N1CCN(C(=O)CNCc2cccs2)CC1	i	i	i	i	i	i	i	i	i	i	i
CC(C)n1cc([C@@H]2C[C@H]3CN(Cc4cccc(Cl)c4)C(=O)[C@]34CCCN24)cn1	i	i	i	i	i	i	i	i	i	i	i
CN1CCc2c(sc3c2c(=O)n(-c2cccc(Cl)c2)c2nncn32)C1	i	i	i	i	i	i	-5.5*	i	i	i	i
Cc1ccc(C)c(-c2cc(C(=O)Nc3cccnc3)c3ccccc3n2)c1	i	i	i	i	i	i	i	i	i	i	i
Cc1ccc(NC2=NCC(=O)N2Cc2cccs2)cc1C	i	i	i	i	i	i	i	i	i	i	i
CCOC(=O)C1(CCCc2ccccc2)CCN(C(=O)c2ocnc2C)CC1	i	i	i	i	i	i	i	i	i	i	i
CC(C)CC(C(=O)Nc1oc(-c2ccccc2)c(-c2ccccc2)c1C#N)N1C(=O)c2ccccc2C1=O (configuration not stated)	i	i	i	i	i	i	i	i	i	i	i
CCOc1ccc(NS(=O)(=O)N(C)C)cc1	i	i	i	i	i	i	i	i	i	i	i
CSc1nsc(SCC(=O)Nc2ccc(O)c(C(=O)O)c2)n1	i	i	i	i	i	i	i	i	i	i	i
COc1ccc(CN(Cc2ccco2)S(=O)(=O)c2ccc(S(=O)(=O)N3CCCC3)cc2)cc1	i	i	i	i	i	i	i	i	i	i	i
CNCc1cc2ccc(C)cc2[nH]c1=O	i	i	i	i	i	i	i	i	i	i	i
O=C(Oc1ccc(OC(=O)c2ccco2)c(S(=O)(=O)c2ccc(Br)cc2)c1)c1ccco1	i	i	i	i	i	i	i	i	i	i	i
COc1ccc(Cl)cc1N(C)C(=O)CCc1nc(-c2ccc(C)cc2)no1	i	i	i	i	i	i	i	i	i	i	i
CCCc1nc2c(C)cc(C)cc2c(N)c1CC	i	i	i	i	i	i	-6*	i	i	i	i
O=C(CSc1nnc(NC(=O)c2ccccc2F)s1)NCc1ccco1	i	i	i	i	i	i	i	i	i	i	i
COc1cc(N=Nc2ccc3ccccc3c2)ccc1O	i	i	i	i	i	i	i	i	i	i	i
O=C(COc1ccc(=O)n(-c2ccccc2)n1)Nc1ccccc1	i	i	i	i	i	i	i	i	i	i	i
O=c1c(Cc2ccc(Cl)cc2)c(O)ccn1Cc1cccc(Cl)c1	i	i	i	i	i	i	i	i	i	i	i
COCCn1c(SCC(=O)NCc2ccco2)nnc1C(C)C	i	i	i	i	i	i	i	i	i	i	i
CC(C)C[C@H](NC(=O)N1CC(=O)Nc2ccccc21)C(=O)N[C@H](C(=O)O)c1ccccc1	i	i	i	i	i	i	i	i	i	i	i
CCOC(=O)c1ccc(-c2c(-c3cc(OC)c(OC)c(OC)c3)noc2C)cc1F	i	i	i	i	i	i	i	i	i	i	i
